Compound activity: PubChem BioAssay, National Center for Advancing Translational Sciences (NCATS)
TbPYK inhibitor = blocks Trypanosoma brucei pyruvate kinase; Potency, µM (titrated, usually from 76.8 µM), inactives show at the highest dose activity, negative = inhibition, most hits filed as inhibitors; Q57TT1; AID 624173; hit rate 0.12% among 410,000; TbPYK enzyme, Kinase-Glo Plus ATP luminescence, 45 min; also: potency is read from the fitted curve at half-maximal effect; % is scaled to controls: 0 for no effect and ±100 for the full control effect; nearly all actives have a fitted effect of over 50% in size
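In this concentration-response screen, enzyme-free wells defined baseline while DMSO plates tracked drift. Each reaction combined TbPYK, substrate, compound and 130 uM ADP for 45 min at room temperature. Kinase-Glo Plus luminescence gave the signal.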
CHX counter = counter-screen hit for Shiga toxin inhibitors, cycloheximide. max response, %. cell reporter, cycloheximide protein synthesis inhibition counterscreen. hit rate 12% among 300,000; in the data active = max response mostly above about 13%, no sharp cut-off; inactive = mostly below about 14%; also: read at 38.3 µM for the half of the compounds with a filed dose; 0% is about no effect
Pf growth 48h = P. falciparum growth inhibition at 48 hours (one generation); P. falciparum luciferase growth in erythrocytes, 48 h; hit rate 5.9% among 310,000; Potency, µM (series often up to 28.7 µM), inactives show at the highest dose activity change, negative = inhibition, actives largely listed as inhibitors; also: potency is read from the fitted curve at half-maximal effect; % is scaled to controls: 0 for no effect and ±100 for the full control effect
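Here the parasites carry a stable luciferase gene and grow inside erythrocytes in Albumax-based RPMI medium with compound for one erythrocytic cycle. Activity is scored as loss of luminescent signal.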
LmPK inh = blocks Leishmania mexicana pyruvate kinase activity. AID 1721. Potency, µM (titrated, usually from 57.5 µM), without a hit: at the top dose activity change, negative = inhibition, hits mostly inhibitors. hit rate 0.37% among 290,000. purified LmPK, Kinase-Glo ATP luminescence, 1 h; also: potency is read from the fitted curve at half-maximal effect; % is scaled to controls: 0 for no effect and ±100 for the full control effect
Target sequence (Q27686 whole entry, looked up): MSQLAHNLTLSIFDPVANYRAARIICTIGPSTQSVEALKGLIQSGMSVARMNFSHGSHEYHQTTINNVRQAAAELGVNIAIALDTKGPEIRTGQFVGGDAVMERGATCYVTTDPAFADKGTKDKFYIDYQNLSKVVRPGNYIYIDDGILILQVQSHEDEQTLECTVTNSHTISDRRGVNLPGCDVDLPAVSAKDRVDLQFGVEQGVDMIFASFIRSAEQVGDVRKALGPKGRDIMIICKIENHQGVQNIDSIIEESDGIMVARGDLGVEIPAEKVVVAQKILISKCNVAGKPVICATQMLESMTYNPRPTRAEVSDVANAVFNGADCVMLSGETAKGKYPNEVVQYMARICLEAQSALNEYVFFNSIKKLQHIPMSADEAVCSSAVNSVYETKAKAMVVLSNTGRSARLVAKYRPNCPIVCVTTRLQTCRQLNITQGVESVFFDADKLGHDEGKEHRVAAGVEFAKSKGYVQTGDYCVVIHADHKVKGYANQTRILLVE
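Screened at intermediate enzyme activity to detect both inhibitors and activators: LmPK at 0.1 nM, with a 0.5 nM enzyme column as activation reference. PEP 0.5 mM, ADP 0.1 mM; ATP detected by luminescence after 1 h.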
Shiga inhibitor = blocks Shiga toxin action in Vero cells; Vero cells, Shiga toxin protein synthesis inhibition reporter; inhibition, % at 38.7 µM; hit rate 9.2% among 290,000; in the data active = inhibition mostly above about 28%, no sharp cut-off; inactive = mostly below about 43%; also: 0% is about no effect
AmpC inh no detg = blocks E. coli AmpC beta-lactamase in detergent-free assay | P00811 | AmpC nitrocefin hydrolysis, absorbance 480 nm, 0.0001% Triton | Potency, µM (top dose mostly 57.1 µM), for the others: top-dose activity change, negative = inhibition, usual class: inhibitors | hit rate 0.52% among 330,000 | AID 485341;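 also: potency is read from the fitted curve at half-maximal effect; plate controls were no compound for no effect and no enzyme for full effect; nearly all actives have a fitted effect of over 20% in size; some results filed as inactive show a strong effect at the top dose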
Target sequence (P00811 whole entry, looked up): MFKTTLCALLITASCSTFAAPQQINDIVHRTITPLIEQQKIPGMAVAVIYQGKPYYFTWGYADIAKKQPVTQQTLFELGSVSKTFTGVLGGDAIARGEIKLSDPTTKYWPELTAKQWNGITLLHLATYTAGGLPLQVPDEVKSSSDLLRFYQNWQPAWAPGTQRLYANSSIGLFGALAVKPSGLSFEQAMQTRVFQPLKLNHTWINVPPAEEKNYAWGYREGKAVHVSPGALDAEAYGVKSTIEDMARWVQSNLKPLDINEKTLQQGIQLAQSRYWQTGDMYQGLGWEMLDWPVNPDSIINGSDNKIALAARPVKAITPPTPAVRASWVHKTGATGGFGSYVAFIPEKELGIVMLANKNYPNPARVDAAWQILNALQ
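AmpC (5.3 nM in the dispensed reagent) in 20 mM phosphate pH 7.0 with 0.01% (detergent screen) or 0.0001% Triton X-100 was preincubated with compounds for 15 min at room temperature. Nitrocefin was then added from an 800 uM solution, and hydrolysis was followed at 480 nm.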
Pf growth 96h = P. falciparum growth inhibition at 96 hours; hit rate 6.9% among 320,000; P. falciparum luciferase reporter growth, 96 h; Potency, µM (doses to about 28.7 µM), for inactives: top-dose activity change, negative = inhibition, most hits filed as inhibitors; AID 504834; also: potency is read from the fitted curve at half-maximal effect; % is scaled to controls: 0 for no effect and ±100 for the full control effect
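Luminescence readout: decreased luciferase signal marks inhibited growth of reporter-expressing P. falciparum in infected red cells (2% hematocrit, 0.05% parasitemia final), exposed to compound two generations (96 h, 37 C, 5% CO2).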
Starred values were filed as active, the others as inactive; i = inactive; ? = inconclusive; . = no result given; [ ] = another dose, or the depositor's remark. Unless noted, calls follow the shape of the dose curve; as a rule, active = well fitted curve in the direction sought with a large enough effect; inconclusive = small, poorly fitted or top-dose-only effect, or another doubt; inactive = no such curve, though single readings can be large; an effect the other way counts as inactive or inconclusive.

1. CCOc1ccc(C(C(=O)NCC2CCCO2)N(Cc2cccs2)C(=O)c2snc(C(N)=O)c2N)cc1 (centres undefined)
2. CCOC(=O)[C@@H]1[C@H]2COc3cc(OC)ccc3[C@H]2N2C(=O)N(c3cccc(Cl)c3)C(=O)[C@@]12C
3. CC(=O)NCN1CCN(CNC(C)=O)CC1
4. CCC(N=c1cc(-c2ccc(OC)c(OC)c2)oc2ccc(C)cc12)C(=O)O (centres undefined)
5. O=C(C1=C[C@@H](C2CC2)C[C@@H](OCc2ccc(CO)cc2)O1)N1CCN(Cc2ccc3c(c2)OCO3)CC1
6. O=C(c1cccc(S(=O)(=O)N2CCOCC2)c1)N1CCCCCC1
7. O=C(CN1CCN(c2ccccc2O)CC1)NC(=O)NCc1ccccc1
8. CCOC(=O)c1ccc2c(c1)nc(C1CCN(S(=O)(=O)c3cccs3)CC1)n2CC

screen / no.	1	2	3	4	5	6	7	8
TbPYK inhibitor	-1%	-1%	2%	-6%	-9%	0%	0%	-1%
CHX counter	-2	-2	-1	21*	-3	7	.	-7
Pf growth 48h	13µM*	10µM*	.	27%	0%	6%	?	10µM*
LmPK inh	-4%	0%	13%	-2%	8%	-3%	.	0%
Shiga inhibitor	-9	20	-8	16	-6	-17	.	-5
AmpC inh no detg	-1%	3%	-8%	-8%	124%[activator]	-6%	-5%	0%
Pf growth 96h	?	?	5%	33%[activator]	13%	-9%	?	8.3µM*

Individual results from the results shown.
AmpC inh no detg with #4 is entered as -8%
Shiga inhibitor with #6 is entered as -17

Carrying on.
9. O=C(CSc1ncccn1)Nc1ccc2c(c1)CCC2
10. CC[C@@H]1C(c2ccc(F)cc2)=NN(c2ccccc2)[C@H]1C(=O)N1CCOC1=O
11. COc1ccc(S(=O)(=O)n2cccc2)cc1OC
12. CCC(C)(C(=O)NC1CCCCC1)N(C(=O)Cc1cccs1)c1ccccc1 (centres undefined)
13. CC(C)c1nc(SCC(=O)N2CCc3ccccc32)n[nH]1
14. CCn1ccnc1CN1CCCC(C(=O)c2ccc(SC)cc2)C1 (centres undefined)
15. CC(C)(C)c1ccc(OCC(=O)NNC(=O)Nc2ccccc2)cc1
16. COc1ccc(S(=O)(=O)Oc2cccc(C(=S)N3CCOCC3)c2)cc1

screen / no.	9	10	11	12	13	14	15	16
TbPYK inhibitor	-4%	1%	9%	-5%	-3%	1%	3%	-3%
CHX counter	36*	5	1	-2	21*	0	-2	7
Pf growth 48h	65%[activator]	.	15%	-17%	76%[activator]	?	10%	-16%
LmPK inh	-2%	.	1%	1%	6%	3%	-3%	-10%
Shiga inhibitor	129*	i	12	-14	47	-5	-9	-28
AmpC inh no detg	-20%	4%	-3%	21%	-24%	37%	-28%	25%
Pf growth 96h	83%[activator]	.	-1%	57%[activator]	35%[activator]	12%	-26%	5%

17. Cc1nn(C)c(C)c1CN(C)S(=O)(=O)c1ccc(F)cc1
18. Cn1nnnc1SCC(=O)N1CCN(c2ccc(Cl)cc2)CC1
19. Cc1ccc(C)n1-c1ccc2c(c1)COC2=O
20. NC(=O)COC(=O)CNC(=O)c1cc(Cl)cc([N+](=O)[O-])c1
21. O=C(CCn1nc(-c2ccc(F)cc2)ccc1=O)NCc1ccccc1
22. CCOC(=O)/C(C#N)=C/c1ccc(OCC(=O)Nc2ccc(OC)cc2)c(OC)c1
23. Cc1cc(SCC(=O)N/N=C/c2ccc(O)c(O)c2)c(C)cc1Br
24. Cn1c2ccccc2c2cc(/C=N/NC(=O)c3ccc(N)cc3)ccc21

screen / no.	17	18	19	20	21	22	23	24
TbPYK inhibitor	0%	1%	.	-4%	-1%	-5%	-2%	-3%
CHX counter	-3	-2	-1	-1	1	0	-3	13
Pf growth 48h	6%	-18%	?	23%	24%	-28%	.	13µM*
LmPK inh	4%	0%	-5%	-3%	-9%	6%	15%	-4%
Shiga inhibitor	-4	-5	31	-7	12	12	-15	24
AmpC inh no detg	-11%	-1%	-17%	-10%[11.4 µM]	13%	-21%	-52%	-22%
Pf growth 96h	-10%	68%[activator]	30%	1%	-2%	?	?	?

25. Cn1c(SCc2ccc(F)cc2)nnc1-c1cnccn1
26. O=C1CN(C(=O)CSc2nc3cc(Cl)ccc3c(=O)n2Cc2ccccc2)c2ccccc2N1
27. O=C(CSc1ccccn1)N1CCc2ccccc21
28. C=CCn1c(=O)c2ccccc2n2c(Sc3nnnn3-c3ccccc3)nnc12
29. NC(=S)N/N=C/c1ccc2cccc(OCc3ccccc3)c2n1
30. O=C(NC(C(=O)O)c1ccccc1)c1ccccc1 (centres undefined)
31. CC(C)COC(=O)Nc1nnc(Cc2ccccc2)s1
32. CS(=O)(=O)N1CCN(c2c(Cl)cccc2[N+](=O)[O-])CC1

screen / no.	25	26	27	28	29	30	31	32
TbPYK inhibitor	5%	-1%	-6%	-2%	-11%	0%	?	-11%
CHX counter	20*	-3	40*	2	5	-1	-2	-3
Pf growth 48h	24%	3.3µM*	389%[activator]	?	15µM*	1%	-3%	24%
LmPK inh	1%	-2%	?	1%	0%	-14%	1%	-1%
Shiga inhibitor	61*	-18	116*	-12	-25	7	-2	-6
AmpC inh no detg	-16%	-36%	-46%	-11%	-44%	-16%	-5%	-12%
Pf growth 96h	20%	?	0%	?	?	.	38%[activator]	34%[activator]

Entries of single compounds as entered above. Order of screens: TbPYK inhibitor, CHX counter, Pf growth 48h, LmPK inh, Shiga inhibitor, AmpC inh no detg, Pf growth 96h
Listed for CC(C)COC(=O)Nc1nnc(Cc2ccccc2)s1 : ?, -2, -3%, 1%, -2, -5%, 38%[activator]
Listed for O=C(CSc1ccccn1)N1CCc2ccccc21 : -6%, 40*, 389%[activator], ?, 116*, -46%, 0%

Quoted from above for reference:
25. Cn1c(SCc2ccc(F)cc2)nnc1-c1cnccn1
26. O=C1CN(C(=O)CSc2nc3cc(Cl)ccc3c(=O)n2Cc2ccccc2)c2ccccc2N1
27. O=C(CSc1ccccn1)N1CCc2ccccc21
28. C=CCn1c(=O)c2ccccc2n2c(Sc3nnnn3-c3ccccc3)nnc12

screen / no.	25	26	27	28
TbPYK inhibitor	5%	-1%	-6%	-2%
CHX counter	20*	-3	40*	2
Pf growth 48h	24%	3.3µM*	389%[activator]	?
LmPK inh	1%	-2%	?	1%
Shiga inhibitor	61*	-18	116*	-12
AmpC inh no detg	-16%	-36%	-46%	-11%
Pf growth 96h	20%	?	0%	?

(more compounds)
33. C/C(O)=C(/C=NCC(=O)O)C(=O)Nc1nccs1
34. Cc1ccccc1NC(=O)c1ccc(F)c(S(=O)(=O)N2CCN(c3ccccn3)CC2)c1
35. Cn1ccnc1SCC(=O)c1cccc(Br)c1
36. CC(NC(=O)CSc1nc2ccc(N)cc2s1)c1ccccc1 (centres undefined)
37. CC(=O)COc1ccc2c3c(c(=O)oc2c1)CCCC3
38. CC(NO)C(C)(C)NO (centres undefined)
39. COc1ccccc1NC(=S)N(Cc1cccnc1)Cc1ccccc1Cl
40. Cn1c(-c2ccc(F)cc2)cnc1NCc1ccc(C#N)cc1

screen / no.	33	34	35	36	37	38	39	40
TbPYK inhibitor	3%	-4%	-18%	-4%	5%	-7%	-4%	-5%
CHX counter	11	-3	27*	8	17*	-3	0	-2
Pf growth 48h	-16%	13µM*	.	14%	45%[activator]	-2%	?	-17%
LmPK inh	-11%	2%	-19%	0%	0%	-4%	1%	0%
Shiga inhibitor	-6	15	60	45	50	-11	24	-17
AmpC inh no detg	-7%	-35%	-34%	96%[activator]	-16%	-16%	-3%	-3%
Pf growth 96h	48%[activator]	.	-5%	0%	.	24%	?	30%[activator]

41. CCOc1ccccc1N1CCN(C(=O)CN2C(=O)NC3(CCCC3)C2=O)CC1
42. O=C(CSc1nc(-c2ccccc2)nc2ccccc12)Nc1cccc(C(=O)O)c1
43. CC(=O)C1=C(S(=O)(=O)c2ccc(C)cc2)CS(=O)(=O)C1
44. Cc1cccc(C(=O)N2CCCC(Nc3ccc(F)c(F)c3)C2)n1 (centres undefined)
45. COc1cccc(C(=O)Nc2cc(C)c3c(=O)oc4ccccc4c3n2)c1
46. CCOc1ccc2nc(NC(=O)CN3CCC(n4nnc5cc(C(F)(F)F)ccc54)CC3)sc2c1
47. Cc1ccc(C)c(NC(=O)Cn2nc([N+](=O)[O-])c(Br)c2C)c1
48. Cc1cc(Nc2ccc(F)cc2C)n2nc(C)nc2n1

screen / no.	41	42	43	44	45	46	47	48
TbPYK inhibitor	6%	3%	?	-6%	-4%	24%	5%	0%
CHX counter	.	-1	20*	-1	-5	10	-3	-8
Pf growth 48h	11%	0%	5%	8%	-2%	?	?	.
LmPK inh	.	3%	-21%	0%	2%	6%	1%	3%
Shiga inhibitor	.	23	29	-17	5	-12	-5	-12
AmpC inh no detg	-3%	-39%	-16%	8%	-33%	-10%	-8%	-3%
Pf growth 96h	19%	-13%	4%	-13%	28%	-46%	-23%	1%

49. CCCn1c(SCC(=O)Nc2ccc(C)c(S(=O)(=O)N3CCOCC3)c2)n[nH]c1=O
50. COc1ccccc1N1CCN(C/C=C/c2ccc(N(C)C)cc2)CC1
51. COc1ccccc1NS(=O)(=O)c1ccc(OC)c(OC)c1
52. CCN(C(=O)C(=O)c1c[nH]c2ccccc12)c1ccccc1
53. O=C(/C(=C/c1ccccc1)c1ccccc1)N1CCCCC1
54. CN(C)c1ccc(S(=O)(=O)N2CCCCC2)cc1NC(=O)CCNC(=O)c1ccco1
55. CCOC(=O)N1CCN(C(=O)CN(c2ccccc2OC)S(=O)(=O)c2ccc(OC)cc2)CC1

screen / no.	49	50	51	52	53	54	55
TbPYK inhibitor	-10%	.	6%	-1%	-5%	1%	4%
CHX counter	1	16	-4	18*	1	.	-2
Pf growth 48h	-21%	?	3%	28%	30%	12µM*	-20%
LmPK inh	4%	0%	2%	4%	0%	.	0%
Shiga inhibitor	4	18	-4	19	-1	.	-6
AmpC inh no detg	-7%	20%	-23%	-23%	20%	-20%	127%[activator]
Pf growth 96h	?	?	-8%	?	23%	?	21%
